LAP4-GFP MLPCN = alters LAP4-GFP fluorescence in TOR pathway yeast screen; S. cerevisiae LAP4-GFP multiplex, flow cytometry GFP, 3 h; median GFP as percent of DMSO wells; GFP response vs DMSO, % at 10 µM; hit rate 0.34% among 320,000;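 active means GFP response vs DMSO above a set limit, about the screen mean plus 3 SD, cut at about 150% in these data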
Yeast superoxide = lowers age-related superoxide in aged yeast cells; S. cerevisiae aged cells, superoxide DHE fluorescence; stronger effect = lower value; superoxide response (% of plate mean), % at 10 µM; hit rate 0.18% among 330,000;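 active means superoxide response under a set limit, about three screen SD below normal, cut at about 65% in these data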;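 further: yeast aged for seven days with compound at 30 °C before DHE staining; 100% = average MFI of all compound-treated wells on the plate with controls excluded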
AGP1-GFP MLPCN = yeast TOR pathway AGP1-GFP modulation. GFP response vs DMSO, % at 10 µM. S. cerevisiae AGP1-GFP multiplex flow cytometry, 3 h; GFP as percent of DMSO wells. hit rate 0.02% among 320,000. AID 2066;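 active means GFP response relative to DMSO above a set limit, near screen average plus 3 SD, cut at about 150% in these data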;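 further: median GFP channel fluorescence of the gated AGP1 strain per well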
RPL19A TOR yeast = modulators of TOR pathway RPL19A-GFP in S. cerevisiae; hit rate 0.3% among 330,000; S. cerevisiae RPL19A-GFP strain, flow cytometry, 3 h; stronger effect = lower value; percent response vs DMSO, % at 10 µM;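 active means percent response vs DMSO below 50%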;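 further: median channel GFP fluorescence of the barcoded RPL19A-GFP strain; ratio of sample median GFP to plate DMSO average so 100% = DMSO; lower means less RPL19A-GFP as with rapamycin TOR inhibition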
MEP2 TOR yeast = alters MEP2-GFP fluorescence in TOR pathway yeast screen | GFP response vs DMSO, % at 10 µM | S. cerevisiae MEP2-GFP strain, flow cytometry GFP, 3 h; 100% = DMSO control level | hit rate 0.51% among 330,000;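 active means GFP response versus DMSO above a set limit, roughly screen mean plus 3 SD, cut at about 180% in these data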;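 further: median GFP fluorescence of the barcode-gated MEP2-GFP cells per well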
VLA-4 inh = inhibition in a human VLA-4 binding assay. VLA-4 expressing cells, ligand binding flow cytometry. hit rate 0.2% among 330,000. P13612. inhibition, % (about 7 µM as worked out from the volumes in the protocol); in the data active means inhibition above about 50%
Target sequence (P13612 whole entry, looked up): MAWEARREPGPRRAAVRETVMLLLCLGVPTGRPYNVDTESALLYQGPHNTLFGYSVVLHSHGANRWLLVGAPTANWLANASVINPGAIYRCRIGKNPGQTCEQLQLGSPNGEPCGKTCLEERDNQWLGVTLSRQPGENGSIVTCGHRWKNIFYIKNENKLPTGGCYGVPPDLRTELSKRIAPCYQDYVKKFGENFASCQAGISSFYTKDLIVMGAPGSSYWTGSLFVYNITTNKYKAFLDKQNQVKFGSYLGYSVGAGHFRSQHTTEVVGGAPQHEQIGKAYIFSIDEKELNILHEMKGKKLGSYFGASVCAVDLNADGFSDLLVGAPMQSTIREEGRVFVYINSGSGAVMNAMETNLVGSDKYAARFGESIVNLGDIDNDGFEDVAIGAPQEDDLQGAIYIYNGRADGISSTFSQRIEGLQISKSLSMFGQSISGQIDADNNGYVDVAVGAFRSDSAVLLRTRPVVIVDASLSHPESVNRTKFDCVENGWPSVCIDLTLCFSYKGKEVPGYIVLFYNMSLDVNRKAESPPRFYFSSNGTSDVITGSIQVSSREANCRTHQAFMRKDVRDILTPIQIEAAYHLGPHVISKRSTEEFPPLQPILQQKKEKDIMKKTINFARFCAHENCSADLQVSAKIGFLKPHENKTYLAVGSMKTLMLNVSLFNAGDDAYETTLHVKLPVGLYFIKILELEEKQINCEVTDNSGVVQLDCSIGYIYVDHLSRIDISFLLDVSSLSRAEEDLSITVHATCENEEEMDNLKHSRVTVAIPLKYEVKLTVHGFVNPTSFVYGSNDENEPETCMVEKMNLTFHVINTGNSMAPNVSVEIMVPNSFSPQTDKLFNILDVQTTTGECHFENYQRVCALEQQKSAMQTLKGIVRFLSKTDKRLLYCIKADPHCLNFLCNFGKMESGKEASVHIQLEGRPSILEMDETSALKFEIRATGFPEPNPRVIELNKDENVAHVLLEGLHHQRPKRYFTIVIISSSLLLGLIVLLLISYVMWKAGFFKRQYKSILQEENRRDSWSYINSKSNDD
CIT2-GFP yeast = modulators of TOR pathway CIT2-GFP in S. cerevisiae; S. cerevisiae CIT2-GFP strain, flow cytometry, 3 h; 100 means same as DMSO wells; hit rate 0.065% among 320,000; GFP response vs DMSO, % at 10 µM;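 active means GFP response relative to DMSO above a set limit, near the screen mean plus 3 SD, cut at about 150% in these data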;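 further: ratio of well median GFP fluorescence to mean of DMSO wells on the plate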
GRK2 aptamer HTS = human GRK2 inhibition via aptamer displacement | P25098 | inhibition of aptamer binding, % at 10 µM | bead flow cytometry, FAM-aptamer displacement from GRK2 | hit rate 0.59% among 330,000;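 active means inhibition of aptamer binding above 40%, roughly 3 SD of noise, on plates passing a quality check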;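 further: median bead fluorescence of bound FAM aptamer so fluorescent compounds give negative values; no value below 0 was filed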
An asterisk follows results filed as active.

What do the screens show for `Cc1ncc(CN2CCCC(C(=O)Nc3ccc(-c4cccc(F)c4)cc3)C2)n1C` (stereo unspecified)?
LAP4-GFP MLPCN: 109; Yeast superoxide: 111; AGP1-GFP MLPCN: 97; RPL19A TOR yeast: 102; MEP2 TOR yeast: 109; VLA-4 inh: 24; CIT2-GFP yeast: 94; GRK2 aptamer HTS: 0

Results for COc1ccc(-n2ccnc2SCC(=O)NO)cc1 ?
LAP4-GFP MLPCN: 101; Yeast superoxide: 114; AGP1-GFP MLPCN: 101; RPL19A TOR yeast: 102; MEP2 TOR yeast: 106; VLA-4 inh: 0; CIT2-GFP yeast: 97; GRK2 aptamer HTS: 1

Results for Cc1ccc(C(=O)C(C)OC(=O)CNS(=O)(=O)c2ccc(C)cc2)cc1 (stereo unspecified) ?
LAP4-GFP MLPCN: 98; Yeast superoxide: 92; AGP1-GFP MLPCN: 102; RPL19A TOR yeast: 94; MEP2 TOR yeast: 95; VLA-4 inh: -25; CIT2-GFP yeast: 103; GRK2 aptamer HTS: 1

What do the screens show for `COC(=O)c1c(NC(=O)/C=C/C(=O)O)sc(C)c1-c1ccc(C(C)C)cc1`?
LAP4-GFP MLPCN: 106; Yeast superoxide: 116; AGP1-GFP MLPCN: 97; RPL19A TOR yeast: 104; MEP2 TOR yeast: 100; VLA-4 inh: 35; CIT2-GFP yeast: 90; GRK2 aptamer HTS: 0

What do the screens show for `CC(C)c1nc2cc(Cl)ccc2n(Cc2ccccc2)c1=O`?
LAP4-GFP MLPCN: 94; Yeast superoxide: 89; AGP1-GFP MLPCN: 101; RPL19A TOR yeast: 106; MEP2 TOR yeast: 105; VLA-4 inh: 3; CIT2-GFP yeast: 105; GRK2 aptamer HTS: 0

How did O=C(CSc1ncccn1)NC(=O)c1ccccc1 do in these assays?
LAP4-GFP MLPCN: 106; Yeast superoxide: 99; AGP1-GFP MLPCN: 114; RPL19A TOR yeast: 101; MEP2 TOR yeast: 105; VLA-4 inh: -2; CIT2-GFP yeast: 115; GRK2 aptamer HTS: 0

What do the screens show for `COc1ccc(-n2nc3c(N4CCC(C(=O)NC5CCCCC5)CC4)nnc(C)c3c2C)cc1`?
LAP4-GFP MLPCN: 102; Yeast superoxide: 97; AGP1-GFP MLPCN: 106; RPL19A TOR yeast: 102; MEP2 TOR yeast: 106; VLA-4 inh: 8; CIT2-GFP yeast: 106; GRK2 aptamer HTS: 0

What do the screens show for `Cc1ccnc(NC(c2ccncc2)c2c(C)[nH]c3ccccc23)c1` (stereo unspecified)?
LAP4-GFP MLPCN: 105; Yeast superoxide: 83; AGP1-GFP MLPCN: 94; RPL19A TOR yeast: 96; MEP2 TOR yeast: 101; VLA-4 inh: 8; CIT2-GFP yeast: 103; GRK2 aptamer HTS: 2

What do the screens show for `O=C(CNC(=O)c1ccccc1F)OCC(=O)N1CCCCC1`?
LAP4-GFP MLPCN: 91; Yeast superoxide: 92; AGP1-GFP MLPCN: 94; RPL19A TOR yeast: 98; MEP2 TOR yeast: 100; VLA-4 inh: -7; CIT2-GFP yeast: 98; GRK2 aptamer HTS: 0

How did Oc1ccc2cccnc2c1 do in these assays?
LAP4-GFP MLPCN: 96; Yeast superoxide: 107; AGP1-GFP MLPCN: 99; RPL19A TOR yeast: 103; MEP2 TOR yeast: 102; VLA-4 inh: 20; CIT2-GFP yeast: 102; GRK2 aptamer HTS: 0

The closing 2 compounds of the section above open the next one.
What do the screens show for `O=C(CNC(=O)c1ccccc1F)OCC(=O)N1CCCCC1`?
LAP4-GFP MLPCN: 91; Yeast superoxide: 92; AGP1-GFP MLPCN: 94; RPL19A TOR yeast: 98; MEP2 TOR yeast: 100; VLA-4 inh: -7; CIT2-GFP yeast: 98; GRK2 aptamer HTS: 0

How did Oc1ccc2cccnc2c1 do in these assays?
LAP4-GFP MLPCN: 96; Yeast superoxide: 107; AGP1-GFP MLPCN: 99; RPL19A TOR yeast: 103; MEP2 TOR yeast: 102; VLA-4 inh: 20; CIT2-GFP yeast: 102; GRK2 aptamer HTS: 0

Results for O=C(CSc1nnc(-c2cccs2)n1CC1CCCO1)N1CCCC1 (stereo unspecified) ?
LAP4-GFP MLPCN: 100; Yeast superoxide: 115; AGP1-GFP MLPCN: 100; RPL19A TOR yeast: 98; MEP2 TOR yeast: 105; VLA-4 inh: 20; CIT2-GFP yeast: 101; GRK2 aptamer HTS: 0

Results for O=C(CNC(=O)c1ccccn1)N/N=C/c1ccccc1 ?
LAP4-GFP MLPCN: 98; Yeast superoxide: 110; AGP1-GFP MLPCN: 99; RPL19A TOR yeast: 97; MEP2 TOR yeast: 104; VLA-4 inh: 10; CIT2-GFP yeast: 102; GRK2 aptamer HTS: 0

Results for CC1SCC(=NOCc2ccccc2)CS1 (stereo unspecified) ?
LAP4-GFP MLPCN: 111; Yeast superoxide: 86; AGP1-GFP MLPCN: 96; RPL19A TOR yeast: 96; MEP2 TOR yeast: 96; VLA-4 inh: 16; CIT2-GFP yeast: 91; GRK2 aptamer HTS: 3

Results for Cc1ccc(CN(C)C(=O)CC2C(=O)NCCN2CC2CCCCC2)cc1 (stereo unspecified) ?
LAP4-GFP MLPCN: 98; Yeast superoxide: 101; AGP1-GFP MLPCN: 101; RPL19A TOR yeast: 94; MEP2 TOR yeast: 96; VLA-4 inh: 2; CIT2-GFP yeast: 99; GRK2 aptamer HTS: 0

Results for CC1(C)C(=O)NCCN1C(=O)CSc1nccc(-c2ccc(Br)cc2)n1 ?
LAP4-GFP MLPCN: 98; Yeast superoxide: 90; AGP1-GFP MLPCN: 106; RPL19A TOR yeast: 101; MEP2 TOR yeast: 99; VLA-4 inh: 13; CIT2-GFP yeast: 106; GRK2 aptamer HTS: 0

Results for Cc1ccc(CCNC(=O)CSCc2ccc(F)cc2)cc1 ?
LAP4-GFP MLPCN: 103; Yeast superoxide: 92; AGP1-GFP MLPCN: 101; RPL19A TOR yeast: 104; MEP2 TOR yeast: 109; VLA-4 inh: 2; CIT2-GFP yeast: 96; GRK2 aptamer HTS: 2

How did Cc1c(C(=O)NCC2COc3ccccc3O2)oc2ccc(S(=O)(=O)N3CCOCC3)cc12 (stereo unspecified) do in these assays?
LAP4-GFP MLPCN: 98; Yeast superoxide: 81; AGP1-GFP MLPCN: 24; RPL19A TOR yeast: 73; MEP2 TOR yeast: 174; VLA-4 inh: -2; CIT2-GFP yeast: 107; GRK2 aptamer HTS: 0

Results for Cc1cc(C)n(-c2nc3c(c(=O)[nH]c(=O)n3C)n2CCc2ccccc2)n1 ?
LAP4-GFP MLPCN: 101; Yeast superoxide: 98; AGP1-GFP MLPCN: 93; RPL19A TOR yeast: 102; MEP2 TOR yeast: 101; VLA-4 inh: 5; CIT2-GFP yeast: 93; GRK2 aptamer HTS: 0

What do the screens show for `CCOC(=O)C1=C(C)Nc2ccccc2N=C1NC(=O)c1cccc(S(=O)(=O)NCc2ccccc2)c1`?
LAP4-GFP MLPCN: 102; Yeast superoxide: 90; AGP1-GFP MLPCN: 95; RPL19A TOR yeast: 94; MEP2 TOR yeast: 105; VLA-4 inh: 10; CIT2-GFP yeast: 89; GRK2 aptamer HTS: 1

How did COc1ccc(S(=O)(=O)N(C)CC(=O)N2CCN(C)CC2)cc1Cl do in these assays?
LAP4-GFP MLPCN: 102; Yeast superoxide: 101; AGP1-GFP MLPCN: 108; RPL19A TOR yeast: 111; MEP2 TOR yeast: 102; VLA-4 inh: 4; CIT2-GFP yeast: 109; GRK2 aptamer HTS: 4

What do the screens show for `COc1ccc(CN2C(=O)CCC2(C)C(=O)NC2CCCC2)c(OC)c1` (stereo unspecified)?
LAP4-GFP MLPCN: 110; Yeast superoxide: 95; AGP1-GFP MLPCN: 96; RPL19A TOR yeast: 101; MEP2 TOR yeast: 99; VLA-4 inh: 2; CIT2-GFP yeast: 98; GRK2 aptamer HTS: 0

Results for COc1ccccc1C1CC(=O)NC(C)=C1C(=O)OCC1CCCO1 (stereo unspecified) ?
LAP4-GFP MLPCN: 97; Yeast superoxide: 99; AGP1-GFP MLPCN: 97; RPL19A TOR yeast: 98; MEP2 TOR yeast: 92; VLA-4 inh: 1; CIT2-GFP yeast: 94; GRK2 aptamer HTS: 3

Results for Cc1ccc(-c2nn(-c3ccccc3)cc2CC(=S)N2CCOCC2)cc1 ?
LAP4-GFP MLPCN: 100; Yeast superoxide: 97; AGP1-GFP MLPCN: 91; RPL19A TOR yeast: 101; MEP2 TOR yeast: 102; VLA-4 inh: 16; CIT2-GFP yeast: 103; GRK2 aptamer HTS: 0

How did COC(=O)c1sc(S(=O)(=O)N2CCCCC2)c(C(=O)OC)c1C do in these assays?
LAP4-GFP MLPCN: 98; Yeast superoxide: 97; AGP1-GFP MLPCN: 103; RPL19A TOR yeast: 100; MEP2 TOR yeast: 101; VLA-4 inh: 11; CIT2-GFP yeast: 109; GRK2 aptamer HTS: 2

How did CCOc1ccc2ccccc2c1/C=N/NC(=O)CNC(=O)C(c1ccccc1)c1ccccc1 do in these assays?
LAP4-GFP MLPCN: 98; Yeast superoxide: 100; AGP1-GFP MLPCN: 110; RPL19A TOR yeast: 114; MEP2 TOR yeast: 108; VLA-4 inh: -3; CIT2-GFP yeast: 111; GRK2 aptamer HTS: 0

How did CCCn1c2ccccc2c2cnn(CC(=O)NCCCOC)c(=O)c21 do in these assays?
LAP4-GFP MLPCN: 95; Yeast superoxide: 93; AGP1-GFP MLPCN: 98; RPL19A TOR yeast: 105; MEP2 TOR yeast: 109; VLA-4 inh: -15; CIT2-GFP yeast: 103; GRK2 aptamer HTS: 1

How did COc1ccc(NC(=O)C(=O)NCCN2CCN(C(=O)c3ccc(C(C)(C)C)cc3)CC2)cc1 do in these assays?
LAP4-GFP MLPCN: 119; Yeast superoxide: 99; AGP1-GFP MLPCN: 106; RPL19A TOR yeast: 95; MEP2 TOR yeast: 100; VLA-4 inh: -13; CIT2-GFP yeast: 113; GRK2 aptamer HTS: 3

What do the screens show for `CCCCCCCCC[n+]1cccc2c3ccccc3ccc21`?
LAP4-GFP MLPCN: 92; Yeast superoxide: 108; AGP1-GFP MLPCN: 100; RPL19A TOR yeast: 93; MEP2 TOR yeast: 93; VLA-4 inh: -14; CIT2-GFP yeast: 100; GRK2 aptamer HTS: 0

What do the screens show for `COc1ccc(C(C(=O)NC2CCCC2)N(Cc2ccco2)C(=O)c2snc(C(N)=O)c2N)cc1OC` (stereo unspecified)?
LAP4-GFP MLPCN: 87; Yeast superoxide: 86; AGP1-GFP MLPCN: 89; RPL19A TOR yeast: 89; MEP2 TOR yeast: 98; VLA-4 inh: -1; CIT2-GFP yeast: 90; GRK2 aptamer HTS: 4

How did COC(=O)c1cccnc1NC(=S)NC(C)C do in these assays?
LAP4-GFP MLPCN: 122; Yeast superoxide: 106; AGP1-GFP MLPCN: 113; RPL19A TOR yeast: 94; MEP2 TOR yeast: 104; VLA-4 inh: -16; CIT2-GFP yeast: 97; GRK2 aptamer HTS: 0

What do the screens show for `COc1cc(Cl)c(C)cc1NC(=O)c1ccccc1NC(=O)CN1CCOCC1`?
LAP4-GFP MLPCN: 103; Yeast superoxide: 120; AGP1-GFP MLPCN: 94; RPL19A TOR yeast: 108; MEP2 TOR yeast: 106; VLA-4 inh: -8; CIT2-GFP yeast: 103; GRK2 aptamer HTS: 0

How did COc1cccc(CNc2ccc3[nH]c(=O)[nH]c3c2)c1OCc1ccccc1F do in these assays?
LAP4-GFP MLPCN: 92; Yeast superoxide: 87; AGP1-GFP MLPCN: 104; RPL19A TOR yeast: 109; MEP2 TOR yeast: 110; VLA-4 inh: 11; CIT2-GFP yeast: 107; GRK2 aptamer HTS: 91*

How did Nc1ccc(Oc2ccc3nc(-c4ccccc4)c(-c4ccc([N+](=O)[O-])cc4)nc3c2)cc1 do in these assays?
LAP4-GFP MLPCN: 120; Yeast superoxide: 97; AGP1-GFP MLPCN: 95; RPL19A TOR yeast: 99; MEP2 TOR yeast: 106; VLA-4 inh: 1; CIT2-GFP yeast: 106; GRK2 aptamer HTS: 4

Screening data as filed in PubChem BioAssay.
